# Source: PubChem BioAssay
# TAAR1 antagonist: human TAAR1 antagonism; inhibition, % at 3 µM; Q96RJ0; 360,000 compounds, 1.5% hits; AID 624466; CHO RD-HGA16 TAAR1, Fluo-8 calcium fluorescence, antagonist;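 active = inhibition above a per-plate cutoff, the mean inhibition of test compounds on that plate plus 3 SD, cut at about 49% in these data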;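 also: 0% = DMSO plus EC80 beta-PEA response and 100% = DMSO alone without agonist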
#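 Material: CHO RD-HGA16 cells bearing hTAAR1; compound dosing: one-point dosing, 3 µM nominal final; schedule: dye loading 75 min at 37 °C, then 30 min room temperature; measured by: calcium fluorescence with Fluo-8; control set: vehicle and agonist controls; replication: n of 1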
# OXTR potentiator: potentiates the human oxytocin receptor response; P30559; CHO-OTR cells, Fluo-8 calcium fluorescence, potentiator mode; 0% = oxytocin EC15, 100% = EC100; activation, % at 3 µM; 320,000 compounds, 0.061% hits;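 active = activation above that plate's cutoff, the mean activation of tested compounds plus 3 SD, cut at about 6.6% in these data, passing the limit was not always enough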;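 also: 100% uses oxytocin at 75 nM as the full agonist control; some results filed as inactive read as strong as hits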
# Target sequence (P30559 whole entry, looked up): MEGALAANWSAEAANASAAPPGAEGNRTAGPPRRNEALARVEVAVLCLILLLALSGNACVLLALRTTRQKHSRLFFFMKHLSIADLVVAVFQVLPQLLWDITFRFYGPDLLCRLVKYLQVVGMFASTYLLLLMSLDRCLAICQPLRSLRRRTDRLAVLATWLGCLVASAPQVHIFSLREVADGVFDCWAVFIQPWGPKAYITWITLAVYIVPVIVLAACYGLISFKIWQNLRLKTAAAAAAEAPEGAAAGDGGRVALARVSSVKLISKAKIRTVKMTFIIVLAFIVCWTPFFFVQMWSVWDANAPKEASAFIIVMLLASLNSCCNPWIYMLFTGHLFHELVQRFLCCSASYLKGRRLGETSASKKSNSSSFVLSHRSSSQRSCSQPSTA
#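 System: human OTR in CHO cells; Also added: sub-maximal oxytocin, roughly EC15; Timing: compound 6 min at room temperature before oxytocin, 100 s read; Technique: Fluo-8 intracellular calcium fluorescence, ex 470-495, em 515-575 nm; Controls: oxytocin EC15 low and EC100 high; Replication: singlicate.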
# CHO parental Ca: counter-screen for OX1R antagonists: effect in parental CHO cells. inhibition, % at 5.6 µM. parental CHO-K1, ATP-induced calcium, Fluo-8 fluorescence. AID 463079. 330,000 compounds, 0.63% hits;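 active = inhibition above that plate's mean sample inhibition plus 3 SD, cut at about 26% in these data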;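 also: 0% = ATP-challenged DMSO wells and 100% = DMSO wells without ATP; some compounds past the cut are filed as inactive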
#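 Assay system: untransfected parental CHO cell line. Also added: ATP agonist challenge. Dosing: one dose, 5.6 µM nominal. Measured by: Fluo-8 fluorescence. Read-out: % inhibition. Benchmarks: ATP wells versus no-ATP DMSO wells. Repeats: no replicates.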
# CHO-K1 Ca ag: M1 agonist counterscreen hit in parental CHO-K1 cells. Fluo-8 calcium fluorescence; scaled to maximal ATP response, vehicle zero. activation, % at 3 µM. 360,000 compounds, 0.48% hits. AID 602248; in the data active = activation above about 15%;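 also: untransfected CHO-K1 host cells lacking M1 receptor as counterscreen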
# M1 PAM parental: nonselective activator or artifact in parental CHO-K1 calcium assay; ATP EC20, Fluo-8 calcium fluorescence; 0% at ATP EC20, 100% at ATP max; activation, % at 3 µM; 360,000 compounds, 0.02% hits;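 active = activation above the run cutoff, the mean activation of all test compounds plus 3 SD, cut at about 40% in these data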;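 also: peak over basal fluorescence ratio in a 140 s read after ATP addition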
# CHO-K1 Ca antag: counter-screen for M1 antagonists: effect in parental CHO-K1 cells; ATP-induced calcium, Fluo-8 fluorescence; inhibition, % at 3 µM; 360,000 compounds, 0.6% hits; AID 602250;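 active = inhibition above a per-plate cutoff, the plate's mean sample inhibition plus 3 SD, cut at about 24% in these data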;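 also: 0% = DMSO plus EC80 ATP and 100% = DMSO alone without ATP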
# CHRM1 agonist: activates human CHRM1 receptor. 360,000 compounds, 0.33% hits. activation, % at 3 µM. CHO-K1 hM1, Fluo-8 calcium fluorescence, agonist mode; 0% DMSO, 100% acetylcholine EC100;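 active = activation above the run's mean compound activation plus 3 SD, cut at about 16% in these data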;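 also: peak over basal fluorescence ratio within a 140 s kinetic read after compound addition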
# Target sequence (P11229 whole entry, looked up): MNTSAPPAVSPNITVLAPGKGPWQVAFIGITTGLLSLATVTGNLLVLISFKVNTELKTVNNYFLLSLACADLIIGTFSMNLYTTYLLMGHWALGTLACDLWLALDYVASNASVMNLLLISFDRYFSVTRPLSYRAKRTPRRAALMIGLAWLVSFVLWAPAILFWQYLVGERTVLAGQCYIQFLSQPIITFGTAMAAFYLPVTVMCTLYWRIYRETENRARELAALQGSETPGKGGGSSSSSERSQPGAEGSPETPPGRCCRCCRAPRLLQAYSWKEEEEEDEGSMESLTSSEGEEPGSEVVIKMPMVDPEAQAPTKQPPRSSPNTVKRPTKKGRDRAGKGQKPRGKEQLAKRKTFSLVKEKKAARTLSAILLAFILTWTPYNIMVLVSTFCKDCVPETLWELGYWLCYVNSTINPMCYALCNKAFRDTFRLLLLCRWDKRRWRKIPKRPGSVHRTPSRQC
# CHRM1 antagonist: human CHRM1 antagonism; AID 588852; inhibition, % at 3 µM; P11229; CHO-K1 hM1, Fluo-8 calcium fluorescence, ACh EC80 antagonist; 360,000 compounds, 1.3% hits;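 active = percent inhibition above its own plate's cutoff, namely the mean of that plate's compound wells plus 3 SD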;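 also: peak over basal fluorescence ratio during 140 s after agonist addition; 0% = ACh EC80 plus DMSO and 100% = DMSO alone without agonist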
# TAAR1 agonist: human TAAR1 agonism; CHO RD-HGA16 TAAR1, Fluo-8 calcium fluorescence; vehicle wells 0%, saturating PEA agonist 100%; activation, % at 3 µM; 360,000 compounds, 0.99% hits; AID 624467;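 active = activation above the mean activation of all test compounds in the run plus 3 SD, cut at about 38% in these data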
#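 Repeats: no replicates (n 1) | Material: CHO-derived RD-HGA16 cells with stable Gα16 and human TAAR1 | Technique: Kinetic Fluo-8 calcium fluorescence | Schedule: 17-24 h seeding, 75 min 37 °C dye, 30 min RT | Evaluation: % activation from peak over basal fluorescence ratio, DMSO-to-PEA scaled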
# Numbers without * were called inactive; . = not tested or not shown. No enrichment for hits; about 4.2% have a hit in one of these screens.
SMILES,TAAR1 antagonist,OXTR potentiator,CHO parental Ca,CHO-K1 Ca ag,M1 PAM parental,CHO-K1 Ca antag,CHRM1 agonist,CHRM1 antagonist,TAAR1 agonist
CCOC(=O)c1ccc(N/C(=N\S(=O)(=O)c2ccc(F)cc2F)c2ccccc2)cc1,-13,-7,-20,0.9,5,-5,-7,-5,-1
Cc1ccccc1NC(=O)COC(=O)c1c(C)nn(-c2ccccc2)c1C,-17,.,.,0.9,10,-9,-4,-1,1
CC(Oc1ccc(Cl)cc1)C(=O)N/N=C/c1ccsc1 (stereo not given),7,-5,-1,-0.3,-11,6,-2,-3,4
CCCn1c(SCC(=O)NC2CC2)nnc1-c1cccs1,-19,-6,-10,0.8,14,-8,0,-21,0
CCOC(=O)c1ccc(N2Cc3ccccc3C2=NC(=O)c2cccc([N+](=O)[O-])c2)cc1,-1,5,-6,0.4,2,-3,-6,-12,-3
CCOC(=O)c1[nH]c(C)c(C(=O)OCC(=O)N2c3ccccc3CC2C)c1C (stereo not given),2,-3,-19,2.8,20,-20,-2,-5,13
O=C(CNC(=O)c1cccs1)N/N=C/c1ccco1,7,2,-5,0.6,7,-10,-1,3,0
O=C(NCc1cccnc1)c1ccc(NS(=O)(=O)c2ccccc2)cc1,-4,-10,2,1.0,-7,-9,-5,-4,1
CCOc1ccsc1C(=O)NNC(=O)c1ccco1,-44,4,-2,1.8,11,-11,-1,-11,3
N#Cc1c2ccc(OCC(=O)NCc3ccco3)cc2n2ccccc12,-5,3,-11,1.1,10,-15,-4,1,6
CCN(c1ccccc1)S(=O)(=O)c1ccc(OCC(=O)N2CCCC2)cc1,6,-4,-12,0.2,-16,3,0,0,6
Cc1cccc(OCCCSc2nc3ccccc3[nH]2)c1,15,-17,4,2.8,-7,-5,0,6,7
COc1ccc(-c2c3c(nc4sc(C(=O)Nc5ccccc5)c(N)c24)CCC3)cc1,-21,-2,-20,0.5,4,1,-3,-1,5
CN(C(=O)C1CCN(S(=O)(=O)c2cccs2)CC1)C1CCCCC1,8,1,6,1.6,17,-26,-2,-13,9
O=C(O)c1ccc([N+](=O)[O-])cc1-c1cc([N+](=O)[O-])ccc1C(=O)O,3,.,.,0.5,14,-15,0,4,1
CC[C@H](CO)Nc1nc(Nc2cccc(Cl)c2)c2ncn(C(C)C)c2n1,3,-10,-25,0.1,-5,-14,-10,-12,2
CSc1ccc(CNC(=O)C2CCC(=O)N(CCc3ccc(Cl)cc3)C2)cc1 (stereo not given),7,.,.,1.5,-9,2,-3,0,2
O=C1c2ccccc2C(Nc2ccc(S(=O)(=O)N3CCCCC3)cc2)N1Cc1ccco1 (stereo not given),-4,-4,3,5.5,13,8,-1,20,2
CC(=O)Oc1cc2oc(=O)cc(C)c2cc1Cl,-34,1,-3,-0.4,-25,16,0,-9,1
CCOc1ccc(S(=O)(=O)NCc2ccco2)cc1,9,-7,-14,-0.1,-1,1,-2,0,1
CC1CCN(S(=O)(=O)c2ccc3c(c2)C(=NO)c2cc(S(=O)(=O)N4CCC(C)CC4)ccc2-3)CC1,-4,2,-5,0.2,12,-14,-1,-4,4
CCN(C(=O)CN1C(=O)S/C(=C\c2cccc(Cl)c2)C1=O)C1CCS(=O)(=O)C1 (stereo not given),-20,-13,-18,9.2,-4,2,-2,16,9
NNC(=O)CC1NCCN(Cc2ccccc2)C1=O (stereo not given),16,-3,-7,-0.6,16,-6,-1,-23,1
O=C(O)CC(c1ccc(Br)cc1)N1Cc2ccccc2C1=O (stereo not given),-5,-10,-1,-0.1,-11,2,-4,-6,0
O=C(NNC(=S)NCC1CCCO1)c1ccc(S(=O)(=O)N2CCOCC2)cc1 (stereo not given),-11,-12,-5,0.8,5,-11,-5,-14,4
CC(C)C1C(=O)N(Cc2cn(CCC3OCCO3)nn2)CCS(=O)(=O)N1Cc1ccc(-c2ccncc2)cc1 (stereo not given),-1,.,.,0.1,6,4,-5,-3,4
NC(=O)NOCc1ccc(F)cc1Cl,3,-11,-2,13,2,15,-5,5,14
CCOc1ccc(C(=O)Nc2cccc(-c3nc4ccccc4[nH]3)c2C)cc1[N+](=O)[O-],25,-8,-12,1.0,-7,4,-5,-4,3
COc1ccc(CNC(=O)CN2CCN(c3ccc(F)cc3)CC2)cc1,-5,-11,-10,0.8,-6,2,-4,-9,2
COCC(=O)N(C)c1nnc(-c2cnccn2)s1,-1,0,-5,0.7,11,0,-1,-9,2
COc1ccccc1C(=O)NCCNc1ccc([N+](=O)[O-])cc1Cl,10,-11,-12,0.8,-8,20,-4,18,0
CCOC(=O)c1c(C)[nH]c(C)c1C(=O)COC(=O)C1CC(=O)N(CCc2ccccc2)C1 (stereo not given),9,-5,-13,0.5,23,-12,-4,-18,4
O=C(NCC(O)COc1ccc([N+](=O)[O-])cc1)c1ccccc1 (stereo not given),-11,-8,-15,-0.2,-16,3,-1,-2,0
O=C(N/N=C/c1ccccc1Br)c1cccc(S(=O)(=O)N2CCOCC2)c1,27,1,-1,1.8,4,-14,-2,-5,16
CCOc1ccc(S(=O)(=O)N2CC(=O)Nc3ccccc32)cc1,-3,-4,0,0.7,3,5,-5,-6,12
Clc1cccc(Cl)c1Cn1c(-c2cccnc2Cl)nc2ccccc21,.,1,-18,-0.4,18,-9,-8,-1,.
O=C(c1nc2nc(-c3cccs3)cc(C(F)(F)F)n2n1)N1CCN(Cc2ccccc2)CC1,-6,-18,-27,0.5,20,-18,-5,-31,3
CCN(C(=O)CN1CC(C)OC(C)C1)c1c(N)n(Cc2ccccc2)c(=O)[nH]c1=O (stereo not given),-12,-4,7,0.2,12,-9,1,-11,13
CCN(CC)S(=O)(=O)c1cccc(-c2nnc(SCCOc3ccccc3C)o2)c1,24,-13,14,1.2,18,0,-1,0,5
COc1ccc(CNC(=O)C2CCN(S(=O)(=O)N3CCC(C)CC3)CC2)c(OC)c1,-11,.,.,3.0,8,3,-2,-14,1
Cc1ccc(-c2nc3ccccc3[nH]2)cc1NC(=O)c1sc2cc(Cl)ccc2c1Cl,2,-7,-14,0.5,18,-4,-4,-9,1
Cn1c(N)c(C(=O)COC(=O)CCC(=O)c2cccs2)c(=O)n(C)c1=O,-16,-12,-9,0.2,6,13,-4,-10,11
COC(=O)c1cc(-c2ccc(NC(C)=O)cc2)nc2ccccc12,19,-7,-13,0.9,-10,18,-6,1,7
CC(C)C(NC(=O)C12CC3CC(CC(C3)C1)C2)C(=O)N/N=C/C1=C(N2CCOCC2)C(=C\c2ccc([N+](=O)[O-])cc2)/CC1 (stereo not given),-11,-8,-7,-0.1,3,1,-8,-2,0
CC(C)(C)OC(=O)CNC(=O)c1[nH]cnc1C(=O)NC1CCN(C(=O)OC(C)(C)C)CC1,35,-6,-8,.,.,.,.,.,14
CCOc1ccc(C(=O)COC(=O)c2c(-c3ccccc3)noc2C)cc1,-1,-6,-25,0.7,10,-3,-3,-5,1
O=C1c2cnc3nc(SCc4ccccc4)nn3c2CC2c3ccccc3CCN12 (stereo not given),-12,-4,-10,0.6,14,-14,-2,-5,4
Cc1ncsc1CCOC(=O)c1cccnc1,0,-3,0,0.7,5,-13,-3,-25,7

# Reprinted from the entries so far for reference:
SMILES,TAAR1 antagonist,OXTR potentiator,CHO parental Ca,CHO-K1 Ca ag,M1 PAM parental,CHO-K1 Ca antag,CHRM1 agonist,CHRM1 antagonist,TAAR1 agonist
CCN(C(=O)CN1CC(C)OC(C)C1)c1c(N)n(Cc2ccccc2)c(=O)[nH]c1=O (stereo not given),-12,-4,7,0.2,12,-9,1,-11,13
CCN(CC)S(=O)(=O)c1cccc(-c2nnc(SCCOc3ccccc3C)o2)c1,24,-13,14,1.2,18,0,-1,0,5
COc1ccc(CNC(=O)C2CCN(S(=O)(=O)N3CCC(C)CC3)CC2)c(OC)c1,-11,.,.,3.0,8,3,-2,-14,1
Cc1ccc(-c2nc3ccccc3[nH]2)cc1NC(=O)c1sc2cc(Cl)ccc2c1Cl,2,-7,-14,0.5,18,-4,-4,-9,1
Cn1c(N)c(C(=O)COC(=O)CCC(=O)c2cccs2)c(=O)n(C)c1=O,-16,-12,-9,0.2,6,13,-4,-10,11
COC(=O)c1cc(-c2ccc(NC(C)=O)cc2)nc2ccccc12,19,-7,-13,0.9,-10,18,-6,1,7
CC(C)C(NC(=O)C12CC3CC(CC(C3)C1)C2)C(=O)N/N=C/C1=C(N2CCOCC2)C(=C\c2ccc([N+](=O)[O-])cc2)/CC1 (stereo not given),-11,-8,-7,-0.1,3,1,-8,-2,0
CC(C)(C)OC(=O)CNC(=O)c1[nH]cnc1C(=O)NC1CCN(C(=O)OC(C)(C)C)CC1,35,-6,-8,.,.,.,.,.,14
CCOc1ccc(C(=O)COC(=O)c2c(-c3ccccc3)noc2C)cc1,-1,-6,-25,0.7,10,-3,-3,-5,1
O=C1c2cnc3nc(SCc4ccccc4)nn3c2CC2c3ccccc3CCN12 (stereo not given),-12,-4,-10,0.6,14,-14,-2,-5,4
Cc1ncsc1CCOC(=O)c1cccnc1,0,-3,0,0.7,5,-13,-3,-25,7

# Carrying on:
SMILES,TAAR1 antagonist,OXTR potentiator,CHO parental Ca,CHO-K1 Ca ag,M1 PAM parental,CHO-K1 Ca antag,CHRM1 agonist,CHRM1 antagonist,TAAR1 agonist
CCN(CC(=O)NCc1cccs1)C(=O)c1ccc(-c2ccccc2F)o1,24,1,-25,1.4,2,-12,-6,-1,2
CCOC(=O)C1CCCN(C(=O)c2sc3nc(C)nc(N4CCOCC4)c3c2C)C1 (stereo not given),-9,-1,-9,1.0,18,-26,-2,-12,-2
CCOc1cc(-c2nc(-c3ccc(C)nc3OC)no2)cc(OCC)c1OCC,-19,.,.,0.5,12,-9,-4,-3,2
Nc1c(Cl)cc2c(c1Br)Cc1ccccc1-2,-24,.,.,0.4,7,-7,-2,-1,3
CC(C)CCNc1nnnc2c1sc1nc(N3CCOCC3)c3c(c12)CC(C)(C)SC3,-9,-15,-15,0.0,-1,-5,-3,-1,23
